Assay outcomes as filed in PubChem.
Lmaj promast – Leishmania major promastigote growth inhibition, primary screen; Leishmania major promastigotes, resazurin fluorescence viability; inhibition, % at 10 µM; 9% of 200,000 active; in the data active = inhibition above about 50%;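 also: promastigotes grown with compound for 44 hours at 28 °C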
TNAP act hiacc – TNAP activators at high phosphate acceptor level, primary screen, biochemical, luminescence, uHTS. Alkaline phosphatase, tissue-nonspecific isozyme (Homo sapiens), P05186. purified TNAP, CDP-star luminescence, 1 M DEA, 30 min; active compounds read high; 0 = EDTA background, 1 = DMSO-only activity. activation factor at 20 µM. 200,000 tested, under 10 active;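 active = activation factor at least 2 at 20 µM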
Target sequence (P05186 whole entry, looked up): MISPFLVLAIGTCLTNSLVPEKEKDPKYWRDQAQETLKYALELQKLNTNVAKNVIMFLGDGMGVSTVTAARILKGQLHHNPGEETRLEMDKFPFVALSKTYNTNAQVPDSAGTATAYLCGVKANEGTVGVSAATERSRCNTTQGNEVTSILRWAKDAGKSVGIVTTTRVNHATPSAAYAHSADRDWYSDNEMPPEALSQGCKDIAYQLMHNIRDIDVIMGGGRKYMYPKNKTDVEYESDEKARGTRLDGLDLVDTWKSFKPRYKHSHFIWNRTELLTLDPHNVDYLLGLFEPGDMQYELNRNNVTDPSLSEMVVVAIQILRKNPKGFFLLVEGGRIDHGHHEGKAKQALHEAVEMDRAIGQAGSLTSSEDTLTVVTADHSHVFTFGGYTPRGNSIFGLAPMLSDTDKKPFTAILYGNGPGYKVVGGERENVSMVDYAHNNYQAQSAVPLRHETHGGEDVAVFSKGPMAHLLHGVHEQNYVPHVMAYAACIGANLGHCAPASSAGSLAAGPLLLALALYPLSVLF
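Measured by: Luminescent substrate turnover signal | Test system: Human TNAP | Input: TNAP 1/800 final | Dosing: 20 µM single point | Schedule: 30 min, room temperature | Controls: EDTA wells as negative control, DMSO wells as positive control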
bIAP activator – bovine intestinal alkaline phosphatase activators, primary screen, biochemical, bovine IAP, CDP-star luminescence. AID 1016, 2008. 0.17% of 200,000 active. activation factor at 20 µM. purified bovine IAP, 30 min; active compounds read high; fold of DMSO-control signal, blank-subtracted. alkaline phosphatase, intestinal [Bos taurus];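 active = activation factor of 2 or more at 20 µM, a signal rise over negative controls twice the positive control's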
TNAP inh noacc – human TNAP enzyme inhibitors, primary screen, biochemical, luminescent, no phosphate acceptor, uHTS; purified TNAP, CDP-star luminescence, 30 min; inhibition, % at 20 µM; 0.26% of 200,000 active; AID 1012, 2008;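 active = tissue-nonspecific alkaline phosphatase inhibition above about 50% at 20 µM in the single-dose screen, limit read from the data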;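 also: 0% = DMSO negative control and 100% = EDTA positive control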
FLuc inh counter – firefly luciferase enzyme inhibitors, primary screen, artefact control for luciferase-based inhibitor screens, biochemical, luminescence, ATPLite. Luciferin 4-monooxygenase (Photinus pyralis), P08659. 10 min. inhibition, % at 10 µM. 1.5% of 200,000 active;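 active = inhibition above about 50% when tested at 10 µM, limit read from the data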
Target sequence (P08659 whole entry, looked up): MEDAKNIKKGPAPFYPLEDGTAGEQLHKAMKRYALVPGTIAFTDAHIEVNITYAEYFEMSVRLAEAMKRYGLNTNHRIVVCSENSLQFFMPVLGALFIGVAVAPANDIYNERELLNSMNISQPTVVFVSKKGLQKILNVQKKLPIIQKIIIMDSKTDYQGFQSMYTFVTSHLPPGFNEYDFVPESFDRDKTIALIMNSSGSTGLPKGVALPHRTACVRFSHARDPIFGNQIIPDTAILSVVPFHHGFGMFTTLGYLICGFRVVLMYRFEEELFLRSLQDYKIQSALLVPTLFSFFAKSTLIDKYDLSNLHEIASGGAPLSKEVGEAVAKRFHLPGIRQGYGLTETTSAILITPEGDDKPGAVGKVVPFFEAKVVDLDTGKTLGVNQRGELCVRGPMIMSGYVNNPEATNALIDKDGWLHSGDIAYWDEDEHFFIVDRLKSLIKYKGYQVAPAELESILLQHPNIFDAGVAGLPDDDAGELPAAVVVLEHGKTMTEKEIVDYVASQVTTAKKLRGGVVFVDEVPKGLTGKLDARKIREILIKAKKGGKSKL
FLuc act counter – FLuc activators, initial screening, artefact control for FLuc-dependent activation tests, biochemical, ATPlite luminescence; ATPlite luciferase biochemical, 10 min; 0 = ATP-free wells, 1 = DMSO control; activation factor at 10 µM; 200,000 tested, under 10 active; AID 1027, 2008;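 active = luciferase activation factor, scaled between plate controls, of at least 2 with compound at 10 µM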
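Assay system: Luciferase/luciferin detection reagent, cell-free biochemical luciferase assay / Also added: ATP substrate / Schedule: 10 min at ambient temperature / Measured by: luminescence measurement of luciferase light output / Benchmarks: low control with PBS replacing ATP, high control enzyme plus ATP without compound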
bIAP inh – bovine intestinal alkaline phosphatase inhibitors, primary screen, selectivity assay for TNAP inhibitor project, biochemical, bovine IAP, CDP-star luminescence; alkaline phosphatase, intestinal [Bos taurus]; purified bovine IAP, 30 min; inhibition, % at 20 µM; 190,000 tested, under 10 active;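 active = over 50% inhibition of intestinal alkaline phosphatase at 20 µM in the single-dose screen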
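System: purified bovine intestinal alkaline phosphatase (IAP) enzyme; Input: IAP diluted 1/65,000,000 in the well; Measured by: CDP-star luminescence signal; Compound dosing: 20 µM single dose; Incubation: 30 min reaction at room temperature.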
RAM network inh – inhibitors of the yeast RAM network, primary screen, dse1pr::URA3 reporter, 5-FOA selection. AID 868, 2007. 1.8% of 190,000 active. S. cerevisiae dse1pr::URA3 reporter, 5-FOA growth OD615, 2 d; analog-sensitive cbk1-as2 kinase mutant strain. inhibition, % at 50 µM;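 active = inhibition above a set limit, 3 SD over mean compound inhibition, cut at about 8.4% in these data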;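 also: 0% = DMSO-only wells with no growth and 100% = 10 µM 1-NA-PP1 full growth; inhibition rescues growth on 5-FOA so higher OD means more RAM inhibition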
APP 5UTR inh – inhibitors of APP translation via 5'UTR reporter, primary screen, APP 5'UTR luciferase, SH-SY5Y cells. SH-SY5Y APP 5'UTR-luciferase reporter, luminescence. 0.82% of 190,000 active. inhibition, % at 2 µM. AID 1285, 2008;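 active = inhibition above a set limit, derived from the sample mean plus 3 SD, cut at about 45% in these data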; also: values of inactives mirror those of a sister screen read the other way
TNAP inh hi DEA – human TNAP enzyme inhibitors, primary screen, biochemical, luminescent, high phosphate acceptor level, uHTS; Alkaline phosphatase, tissue-nonspecific isozyme (Homo sapiens), P05186; purified TNAP, CDP-star luminescence, 1 M DEA; inhibition, % at 20 µM; 0.03% of 200,000 active; AID 1135, 2008;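 active = over 50% inhibition of tissue-nonspecific alkaline phosphatase at 20 µM in the single-dose screen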;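 also: plate controls were DMSO wells for no effect and EDTA-quenched wells as full inhibition for full effect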
An asterisk follows results filed as active; nt = not tested or not shown. Compounds as they come. About 13% of those tested had a hit in this group.

SMILES	Lmaj promast	TNAP act hiacc	bIAP activator	TNAP inh noacc	FLuc inh counter	FLuc act counter	bIAP inh	RAM network inh	APP 5UTR inh	TNAP inh hi DEA
Cc1cc(C)cc(NC(=S)N(CCN(C)C)Cc2cccs2)c1	20	1.1	1	-10	-2	1	-2	-0.5	1	-6
Fc1ccc(-n2nnnc2-c2cnc(-c3cccs3)nc2C(F)(F)F)cc1	23	1	0.8	-4	-4	1	18	4.3	3	-2
O=C(Cn1nnc(-c2ccccc2)n1)N/N=C/c1ccc(-c2ccc(Cl)cc2)o1	-3	1	0.8	3	-8	1.1	20	2.3	8	-1
Cc1c(Cl)c(-c2n[nH]c(=S)n2Cc2ccco2)nn1C	-9	1	0.9	18	2	1	12	-1.8	-10	2
CC(=O)OCc1c(C(F)(F)F)nn(C)c1Oc1ccccc1	-4	1	0.9	-8	-2	1	9	-0.3	nt	-4
CCCCOC1(c2ccccc2)OC(=O)c2ccccc21 (stereo not given)	-5	1	1	-8	-8	1.1	0	1.4	-3	-1
O=C1CNCc2[nH]c3ccccc3c2N1c1ccccc1	-7	1	0.9	-9	-6	1.1	5	0.3	-10	0
CCOC(=O)C1CCCN(C(=O)Cn2sc3nc(C)cc(C)c3c2=O)C1 (stereo not given)	-4	1	1.1	-18	10	0.9	-11	1.4	-11	-3
COc1cccc(NC(=S)N(CCCN2CCOCC2)C(C)c2cc3ccccc3o2)c1 (stereo not given)	97*	1	1	2	-9	1.1	2	1.1	-9	-2
N/C(=N\c1nc2c(c(=O)[nH]1)CCC2)Nc1cccc2ccccc12	-2	1	1	-4	-4	1	-4	2.7	1	-2
O=S(=O)(Nc1cccnc1)c1ccc(Cl)cc1	-3	1	1	5	-6	1.1	0	-0.3	-10	4
C=CCc1cc(/C=C2/NC(=O)NC2=O)cc(OCC)c1O	13	0.9	0.9	4	-9	1.1	12	1.4	4	7
CCOC(=O)CSc1nc(-c2ccccc2)ns1	-8	1.1	0.9	-18	3	1	6	0.3	3	-8
CS(=O)(=O)c1ccc2nc(NC(=O)CCN3C(=O)c4ccccc4C3=O)sc2c1	-5	1	1.1	-12	-2	1	-14	5.5	-13	2
COc1ccc(CN(CCN2CCOCC2)C(=O)c2c(F)cccc2F)cc1OC	2	1.1	1.1	-11	1	1	-5	-0.7	-2	-8
O=C(NCc1ccc(Cl)cc1)C(=O)NCC(c1cccnc1)N1CCN(c2ccc(F)cc2)CC1 (stereo not given)	94*	1	0.9	-10	-4	1	8	-0.8	-6	-2
CC(=O)c1c(C)n([O-])c2cc(F)c(F)cc2[n+]1=O	15	1.1	1	-10	-2	1	-1	1.9	15	-5
N#Cc1c(-c2ccccc2)ccnc1Oc1ccccc1	-1	1	1	-4	-2	1	-1	3.4	-36	2
COC(=O)N/N=C/c1ccc(Oc2ccccc2)cc1	8	1	1	-12	37	0.6	4	1.6	-37	-2
C[C@@H](C(=O)OCC(=O)NCCc1ccc(S(N)(=O)=O)cc1)N1C(=O)C2CCCCC2C1=O (stereo not given in full)	-6	1	1.1	6	-4	1	-11	1.1	-28	-2
CCOC(=O)c1ccc(Oc2ccc(C(F)(F)F)cn2)cc1	-6	1	1	-7	-3	1	-4	1.8	-31	-5
CCOCCCNC(=O)c1cc(C)nn1-c1ccccc1	-5	1	0.9	-18	-5	1.1	9	0.9	28	-5
CCCN(CCC)C1Sc2ccc(C(=O)OC)cc2NC1=O (stereo not given)	-3	1	0.9	-11	0	1	15	3.7	17	3
CCOC(=O)C1CCN(S(=O)(=O)Cc2ccccc2)C1=O (stereo not given)	5	1	0.9	-12	-5	1.1	8	-0.4	4	-1
COC(=O)Nc1ccccc1C(=O)N1CCC(O)(c2ccc(Cl)cc2)CC1	-6	1.1	0.9	-8	-8	1.1	15	0.5	4	-5
O=C(NC(=S)Nc1ccc(S(=O)(=O)N2CCCCC2)cc1)c1cccs1	-4	0.9	0.7	11	-7	1.1	25	6.7	12	6
CCOc1ccc(-c2ccc(C=O)o2)c([N+](=O)[O-])c1	0	1	1.1	-2	1	1	-7	0.0	2	-1
CC(CNC(=O)CC(C)(C)C)NC(=O)CC(C)(C)C (stereo not given)	-2	1	1.1	-5	0	1	-14	0.0	-1	2
Cc1cc(C)c(S(=O)(=O)N2CCCCC2)c(C)c1-n1ncnn1	6	1.1	0.8	-10	-9	1.1	15	2.4	-18	-6
CCCOC(=O)c1[nH]c2c(c1C)C(=O)CC(c1cc(OC)c(OC)c(OC)c1)C2 (stereo not given)	15	1	1	-17	-2	1	5	0.1	-2	-3

Only TNAP inh hi DEA, for 3 of the compounds above:
SMILES	TNAP inh hi DEA
CCCN(CCC)C1Sc2ccc(C(=O)OC)cc2NC1=O (stereo not given)	3
N#Cc1c(-c2ccccc2)ccnc1Oc1ccccc1	2
Cc1cc(C)c(S(=O)(=O)N2CCCCC2)c(C)c1-n1ncnn1	-6

(next part)
SMILES	Lmaj promast	TNAP act hiacc	bIAP activator	TNAP inh noacc	FLuc inh counter	FLuc act counter	bIAP inh	RAM network inh	APP 5UTR inh	TNAP inh hi DEA
Cc1c(-c2cccc(Cl)c2)nc2ccccc2c1C(=O)OCC(=O)Nc1ccc2c(c1)OCO2	58*	1	1.1	5	-8	1.1	-6	3.4	7	0
Cc1cccc(Oc2nc(CN3CCOCC3)nc3sc4c(c23)CCCC4)c1	99*	1	0.9	-19	-5	1.1	7	0.4	12	-1
Cc1nc2cc(C(F)(F)F)ccc2n1C1CCN(C(=O)N2CCOCC2)CC1	-6	1	0.9	-7	-4	1	6	1.2	-13	-3
CCOCC(O)CSCc1ccc(Cl)cc1 (stereo not given)	-6	1	0.9	-11	-10	1.1	12	-0.8	19	-3
CSc1ncccc1C(=O)Nc1ccc(F)c(F)c1F	-5	1	0.9	-7	-4	1	8	2.4	17	-2
c1ccc(-n2nnnc2SCc2ccccn2)cc1	-4	1.1	0.8	-8	-7	1.1	16	1.2	-6	-7
Cc1ccc(/C=C2\SC(=S)N(/N=C/c3cc([N+](=O)[O-])ccc3O)C2=O)o1	-1	0.8	1	36	-1	1	0	0.0	14	23
CNc1nc(N)nc(OC(C(F)(F)F)C(F)(F)F)n1	4	1	1	-6	-1	1	2	0.6	-7	2
O=C(NC1CCCCC1)NC1(C(=O)NCCCN2CCOCC2)CCCCC1	0	1	1.4	-10	-3	1	-36	0.3	-5	-4
CC(C)N(Cc1cn[nH]c1-c1ccc(-c2ccccc2)cc1)Cc1nccn1C	44	1	1.4	-66	-6	1.1	-37	0.4	13	-3
Cc1cc2nc(SCC(=O)O)nc(C)c2cc1C	-8	1	1	-7	7	0.9	3	3.2	1	-2
COc1ccc2[nH]cc(C(=O)CN3CCCCC3C)c2c1 (stereo not given)	3	1	1	-8	-1	1	3	1.2	-7	-3
CN(C)CCOC(=O)CCc1ccccc1	-9	1	1	-6	-6	1.1	5	1.5	11	1
COc1ccc(N2CC(C)Cn3c2nc2c3c(=O)n(Cc3ccccc3F)c(=O)n2C)c(OC)c1 (stereo not given)	12	1	1.2	-7	-4	1	-20	3.4	-1	-3
O=C(COC(=O)c1cccnc1Nc1cccc(C(F)(F)F)c1)NCCN1C(=O)CSC1=O	2	1	1.2	-5	0	1	-23	-0.4	3	1
COc1cc(CCC(=O)N2CCN(c3ccc(N4CCOCC4)nn3)CC2)cc(OC)c1OC	-4	1.1	1.1	-15	-7	1.1	-7	-0.9	8	-9
CCc1nc(SCC(=O)Nc2nnc(CC)s2)c2c(C)c(C)sc2n1	-5	1	1	-12	-7	1.1	2	1.5	4	-4
CCCn1nc(C(=O)OCC(=O)NC(C)c2ccccc2)c2ccccc2c1=O (stereo not given)	-4	1	0.9	-10	-1	1	10	1.8	7	2
CCCOc1ccc(C(CC(=O)O)NC(=O)c2sc3ccccc3c2Cl)cc1 (stereo not given)	-6	1	1.4	-13	2	1	-36	7.9	-17	-2
Nc1[nH]c(=S)nc2nc(-c3ccccc3)c(-c3ccccc3)nc12	30	1	1	-51	-3	1	3	8.2	-3	2
Cc1cccc(COc2ncnc3nc[nH]c23)c1	-1	1.1	1	-31	6	0.9	3	-0.6	-3	-7
c1ccc(-c2noc(C34CC5CC(CC(C5)C3)C4)n2)nc1	-5	0.9	0.9	4	37	0.6	10	-0.3	-62	7
CN(Cc1cc2ccccc2[nH]c1=O)C(=O)c1cccs1	-3	1	1	-6	-4	1	1	1.3	-5	0
CC(=O)NC(c1ccc(F)cc1)c1cccnc1 (stereo not given)	-2	1	1	-9	-3	1	-4	2.3	9	0
O=C(C1CCCN1S(=O)(=O)c1cccc2cccnc12)N1CCc2ccccc21 (stereo not given)	15	1.1	1	-12	-2	1	4	-0.2	-7	-7
C[C@@H]1NC(=O)c2cc([N+](=O)[O-])cc(F)c2NCCC[C@@H](C(N)=O)NC(=O)[C@H](CC(N)=O)NC1=O	-3	1	0.6	-9	-5	1	39	0.4	-5	-2
Cc1cccc(N(CC(=O)N2CCOCC2)S(C)(=O)=O)c1	0	1	1	1	2	1	-4	0.0	1	4
CCN(CC)c1ccc(NC(=O)c2cccc(OC)c2)c(C)c1	4	1.1	0.8	-12	-2	1	19	1.6	-19	-5
O=C(CNC(=O)c1cccs1)N/N=C/c1ccc(O)cc1O	8	1	1.3	-92	-1	1	-34	2.6	16	5
Cc1cc(/C=N/NC(=O)CC2(C)OCCO2)c(C)n1-c1ccc(Cl)c(Cl)c1	5	1	0.9	1	-5	1	6	2.1	-4	3
CCCCCSc1nc(O)cc(=O)[nH]1	1	1	1	-8	-3	1	3	0.9	-22	-2
CCOC(=O)C1CCN(Cc2c(O)ccc3ccccc23)CC1	-4	1	1	-7	-7	1.1	1	0.6	-27	-4
Cc1cc(=O)oc2cc(OCC(=O)OCC(=O)N3CCc4ccccc43)ccc12	-8	1	0.9	-12	0	1	9	3.4	-6	-2

Some values from the results shown:
For TNAP inh noacc, Cc1cccc(COc2ncnc3nc[nH]c23)c1 has the entry -31
For bIAP inh, CCc1nc(SCC(=O)Nc2nnc(CC)s2)c2c(C)c(C)sc2n1 has the entry 2
